MEP2 TOR yeast: modulators of TOR pathway MEP2-GFP in S. cerevisiae. S. cerevisiae MEP2-GFP strain, flow cytometry GFP, 3 h; 100% = DMSO control level. GFP response vs DMSO, % at 10 µM. actives 0.51% (n = 330,000);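 active = GFP response versus DMSO above a set limit, roughly screen mean plus 3 SD, cut at about 180% in these data; inconclusive = fewer than 70 cells counted for a yeast strain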;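 note: median GFP fluorescence of the barcode-gated MEP2-GFP cells per well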
CIT2 TOR yeast: alters CIT2-GFP fluorescence in TOR pathway yeast screen | GFP response vs DMSO, % at 10 µM | S. cerevisiae CIT2-GFP strain, flow cytometry, 3 h; 100 means same as DMSO wells | AID 2029 | actives 0.065% (n = 320,000);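 active = GFP response relative to DMSO above a set limit, near the screen mean plus 3 SD, cut at about 150% in these data; inconclusive = Fewer than 70 cells measured for a yeast strain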;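 note: ratio of well median GFP fluorescence to mean of DMSO wells on the plate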
RPL19A-GFP yeast: modulators of TOR pathway RPL19A-GFP in S. cerevisiae | AID 2025 | S. cerevisiae RPL19A-GFP strain, flow cytometry, 3 h; hits give low values | percent response vs DMSO, % at 10 µM | actives 0.3% (n = 330,000);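 active = percent response vs DMSO below 50%; inconclusive = fewer than 70 events counted for the yeast strain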;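 note: median channel GFP fluorescence of the barcoded RPL19A-GFP strain; ratio of sample median GFP to plate DMSO average so 100% = DMSO; lower means less RPL19A-GFP as with rapamycin TOR inhibition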
GRK2 inh: human GRK2 inhibition via aptamer displacement; actives 0.59% (n = 330,000); P25098; bead flow cytometry, FAM-aptamer displacement from GRK2; AID 488847; inhibition of aptamer binding, % at 10 µM;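 active = inhibition of aptamer binding above 40%, roughly 3 SD of noise, on plates passing a quality check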;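 note: median bead fluorescence of bound FAM aptamer so fluorescent compounds give negative values; no value below 0 was filed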
Target sequence (P25098 whole entry, looked up): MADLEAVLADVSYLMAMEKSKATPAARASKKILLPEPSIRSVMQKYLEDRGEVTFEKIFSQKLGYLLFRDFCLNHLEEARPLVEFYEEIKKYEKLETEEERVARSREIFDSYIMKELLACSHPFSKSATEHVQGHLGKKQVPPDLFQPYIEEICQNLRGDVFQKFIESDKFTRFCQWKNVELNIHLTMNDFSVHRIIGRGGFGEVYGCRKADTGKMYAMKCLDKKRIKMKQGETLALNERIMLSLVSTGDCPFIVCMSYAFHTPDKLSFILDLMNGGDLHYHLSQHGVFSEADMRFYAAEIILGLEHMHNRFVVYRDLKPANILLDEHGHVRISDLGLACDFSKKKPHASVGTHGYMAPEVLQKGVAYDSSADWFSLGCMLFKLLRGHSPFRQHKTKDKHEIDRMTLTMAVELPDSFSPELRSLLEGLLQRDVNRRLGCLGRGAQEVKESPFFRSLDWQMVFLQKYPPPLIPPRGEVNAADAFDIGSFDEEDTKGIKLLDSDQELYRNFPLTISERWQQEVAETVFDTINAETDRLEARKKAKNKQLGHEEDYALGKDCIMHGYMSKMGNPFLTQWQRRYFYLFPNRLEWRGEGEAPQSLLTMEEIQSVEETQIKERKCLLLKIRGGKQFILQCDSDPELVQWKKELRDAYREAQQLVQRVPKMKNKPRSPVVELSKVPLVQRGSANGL
LAP4 TOR yeast: modulators of TOR pathway LAP4-GFP in S. cerevisiae. S. cerevisiae LAP4-GFP multiplex, flow cytometry GFP, 3 h; median GFP as percent of DMSO wells. GFP response vs DMSO, % at 10 µM. actives 0.34% (n = 320,000);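 active = GFP response vs DMSO above a set limit, about the screen mean plus 3 SD, cut at about 150% in these data; inconclusive = under 70 cell events counted for the yeast strain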
CR mimetic SO: lowers age-related superoxide in aged yeast cells | S. cerevisiae aged cells, superoxide DHE fluorescence; hits give low values | superoxide response (% of plate mean), % at 10 µM | actives 0.18% (n = 330,000);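 active = superoxide response under a set limit, about three screen SD below normal, cut at about 65% in these data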;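 note: yeast aged for seven days with compound at 30 °C before DHE staining; 100% = average MFI of all compound-treated wells on the plate with controls excluded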
AGP1 TOR yeast: modulators of TOR pathway AGP1-GFP in S. cerevisiae | actives 0.02% (n = 320,000) | GFP response vs DMSO, % at 10 µM | AID 2066 | S. cerevisiae AGP1-GFP multiplex flow cytometry, 3 h; GFP as percent of DMSO wells;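 active = GFP response relative to DMSO above a set limit, near screen average plus 3 SD, cut at about 150% in these data; inconclusive = fewer than 70 cells counted for the yeast strain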;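 note: median GFP channel fluorescence of the gated AGP1 strain per well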
VLA-4 inh: inhibition in a human VLA-4 binding assay | P13612 | inhibition, % (about 7 µM as worked out from the volumes in the protocol) | actives 0.2% (n = 330,000) | VLA-4 expressing cells, ligand binding flow cytometry; in the data active = inhibition above about 50%
* hit, by the source's call; u = inconclusive; x = no result given; [ ] = remark or other dose.

SMILES	MEP2 TOR yeast	CIT2 TOR yeast	RPL19A-GFP yeast	GRK2 inh	LAP4 TOR yeast	CR mimetic SO	AGP1 TOR yeast	VLA-4 inh
COc1ccc(-c2[nH]ncc2CN(C)CCc2c(C)n[nH]c2C)c(F)c1	100.7	98.9	96.4	1.0	96.5	127.4	97.8	1.3
COc1ccc(NC(=O)CCSc2nnnn2C)cc1	87.8	89.2	91.3	3.0	98.0	123.8	97.4	6.9
O=C(Oc1ccc(-c2csnn2)cc1)C1CC1	108.6	103.8	109.5	5.0	124.9	103.0	116.1	9.6
COc1ccc(C(=O)NCC2CCCCC2)cc1S(=O)(=O)N1CCOCC1	97.8	99.8	97.0	1.0	90.6	116.1	94.9	0.2
COc1ccc(/C=C/C(=O)N(C(C)C)C(C)C)cc1Br	100.4	90.5	99.9	0.0	101.9	109.6	95.6	7.5
COc1cccc(/C=C(\C#N)C(=O)NC2CCS(=O)(=O)C2)c1 (stereo not drawn)	104.5	111.9	102.9	2.0	95.6	97.1	101.4	15.4
CCN(CC)S(=O)(=O)c1ccc(N2CCCC2)c(NC(=O)c2ccc([N+](=O)[O-])o2)c1	96.7	100.0	99.9	2.0	90.6	133.0	100.5	-1.4
CCOc1ccc(-c2cc(C(=O)OC)nc3c2c(=O)n(C)c(=O)n3C)cc1	104.8	111.3	100.6	3.0	104.4	91.1	99.1	14.8
S=c1[nH]nc(COc2ccccc2)n1/N=C/c1cccs1	107.0	97.0	106.5	4.0	99.2	87.8	92.8	7.7
Cc1ccc2c(CN3CCN(C(=O)c4ccco4)CC3)cc(=O)oc2c1C	88.3	81.2	83.7	3.0	102.6	97.0	90.0	-4.0
Fc1ccc(NC(=S)N2CCN(C/C=C/c3ccccc3)CC2)c(F)c1	u	u	u	1.0	u	105.6	u	1.6
Cn1c(N)c(S(=O)(=O)N2CCN(c3ccccc3F)CC2)c(=O)n(C)c1=O	104.0	103.6	104.1	0.0	97.3	106.1	104.9	-5.1
Cc1cc(NC(=O)CSc2nc(C(C)C)nc3c2c(=O)n(C)c(=O)n3C)no1	96.8	90.2	92.4	4.0	86.4	88.6	90.4	5.1
COc1cc2[nH]c(=O)c(C(=O)NCCCN3CCCCC3)c(O)c2cc1OC	106.0	99.4	98.1	5.0	98.7	97.2	97.6	3.9
NC(=O)c1ccccc1NC(=O)c1cccc(C(=O)Nc2ccccc2C(N)=O)n1	112.2	107.1	x	0.0	107.2	100.5	105.2	-6.1
O=C(NCc1cccnc1)C1CCN(S(=O)(=O)c2cc(Cl)ccc2Cl)CC1	100.3	97.3	98.0	0.0	94.5	90.2	93.2	8.0
COc1cccc2c1Oc1ncccc1N(C(=O)CCC(=O)NCc1ccccc1F)C2	118.2	117.6	113.5	2.0	109.6	109.3	104.3	7.5
CN1CCc2c(sc3nc(NCCO)n(-c4cccc(Cl)c4)c(=O)c23)C1	98.4	103.3	105.6	0.0	103.6	95.3	101.3	4.3
NC(=O)c1sc(-c2ccsc2)cc1NS(=O)(=O)c1ccc(C(F)(F)F)cc1	103.5	x	104.6	1.0	x	103.8	x	3.2
COC(=O)c1cc(S(=O)(=O)N2CCN(c3cccc(C)c3C)CC2)c[nH]1	100.4	117.6	112.3	1.0	114.2	124.3	112.8	9.2
Cc1ccccc1N1CCN(CC(=O)NCc2ccc(Cl)cc2)CC1	112.7	99.9	104.9	0.0	93.9	95.4	101.1	16.1
N#C/C(=C\c1c(N2CCCCC2)nc2ccccn2c1=O)C(=O)NC1CCS(=O)(=O)C1 (stereo not drawn)	260.1*[may fluoresce violet]	u	53.5[may fluoresce violet]	0.0	85.0[may fluoresce violet]	95.2	28.3[may fluoresce violet]	-9.0
Cc1ccc(Nc2c([N+](=O)[O-])c(=O)n(C)c3ccccc23)cc1C	90.6	96.4	92.9	1.0	101.0	93.9	92.5	8.9
COc1ccc2oc(C(=O)OCC(=O)Nc3ccc(OC)c(S(N)(=O)=O)c3)c(C)c2c1	102.5	102.3	99.2	5.0	108.8	84.0	108.8	8.1
CC1=NN(c2ccccc2)C(=O)C1(C)[N+](=O)[O-] (stereo not drawn)	110.2	95.6	98.4	0.0	98.6	98.9	104.6	7.1
COC(=O)c1cc(NC(=O)CN2CCN(C(C)=O)CC2)cc(C(=O)OC)c1	92.8	97.4	94.1	0.0	98.8	107.9	96.9	-2.7
CN(C)c1ccc(NC(=O)CSc2nnc(-c3ccco3)c(-c3ccco3)n2)cc1	100.6	93.5	97.2	0.0	85.4	101.0	91.3	8.1
CN(C)c1ccc(NC(=O)c2cccc(N3C(=O)CCC3=O)c2)cc1	89.3	65.7	105.6	0.0	91.3	92.4	75.1	24.7
CCOc1ccc(S(=O)(=O)n2cc(F)c(=O)[nH]c2=O)cc1	92.8	90.8	90.1	0.0	97.5	94.2	x	8.7
Cc1ccc(S(=O)(=O)N2CCCCC2)cc1NC(=O)COC(=O)Cc1cccc(C(F)(F)F)c1	93.3	94.0	101.1	25.0	89.5	91.0	94.7	-0.9
CCn1c(=S)[nH]c2cc(C(=O)OC)ccc2c1=O	101.8	94.5	96.5	0.0	92.7	119.1	99.3	32.0
CCCCn1c(=O)[nH]c(=O)c2c1nc(-c1ccc(C)c([N+](=O)[O-])c1)n2CC	96.3	98.5	97.0	3.0	92.5	105.2	98.8	7.2
Cc1cccc(N2CCN(C(=O)[C@H](C)N3C(=O)C4CC=CCC4C3=O)CC2)c1C (stereo partly drawn)	97.9	106.3	101.0	1.0	94.3	97.2	101.3	-11.1
OC(CNCc1cccs1)c1ccccc1 (stereo not drawn)	101.8	98.0	97.5	0.0	95.2	105.3	96.7	-5.7
Cn1c(=O)c2c(nc(SCC(=O)NC3CCCC3)n2C)n(C)c1=O	102.3	95.5	106.4	0.0	92.9	113.0	96.5	3.6
COc1ccc(C(=O)NC(=S)Nc2ccccc2F)cc1	103.9	105.6	103.4	0.0	97.7	95.4	101.8	10.0
Cc1cc(C(=O)N/N=C/c2cccc([N+](=O)[O-])c2)c2ccccc2n1	97.9	97.0	103.0	4.0	87.8	85.3	92.6	4.1
CC(C)COC(=O)C1C2C=CC3(CN(C4CCCC4)C(=O)C13)O2 (stereo not drawn)	109.2	98.9	100.2	1.0	101.3	98.2	104.7	6.6
COc1ccc([N+](=O)[O-])cc1NC(=O)CSc1nc(C)cc(C)n1	101.5	86.2	98.5	3.0	95.4	99.2	93.5	0.0
O=C1CSc2ccc(C(=O)NCc3ccccn3)cc2N1	108.0	98.2	101.4	0.0	114.7	86.3	101.8	-6.5
Cc1ccccc1N=Cc1cc2c(cc1[N+](=O)[O-])OCO2	112.9	96.3	104.1	3.0	98.4	103.6	97.8	3.1
CCn1nc(C)c(CN2CCC(C(=O)Nc3cccc(-c4cccc(F)c4)c3)CC2)c1C	93.3	96.5	96.5	0.0	86.4	110.3	96.7	6.9
CCc1noc(C)c1C(=O)OCC(=O)NCc1ccc(Cl)cc1	100.0	101.1	95.0	0.0	91.4	94.9	93.3	-2.8
CNC(=O)Nc1cc(C)nn1C	106.7	99.7	100.9	1.0	99.4	100.5	101.0	-0.3
Cc1ccccc1C(=O)NC(CC(C)C)C(=O)OCC(=O)c1c(N)n(C)c(=O)n(C)c1=O (stereo not drawn)	93.2	95.7	87.1	0.0	89.3	119.6	91.3	-6.3

Limited to CR mimetic SO, for some of the entries so far:
Molecule	CR mimetic SO
CCn1nc(C)c(CN2CCC(C(=O)Nc3cccc(-c4cccc(F)c4)c3)CC2)c1C	110.3
CC(C)COC(=O)C1C2C=CC3(CN(C4CCCC4)C(=O)C13)O2 (stereo not drawn)	98.2

Other records follow:
SMILES	MEP2 TOR yeast	CIT2 TOR yeast	RPL19A-GFP yeast	GRK2 inh	LAP4 TOR yeast	CR mimetic SO	AGP1 TOR yeast	VLA-4 inh
COc1cccc(C(CC(=O)O)NS(=O)(=O)c2ccc3c(c2)N(C(C)=O)CC(C)O3)c1 (stereo not drawn)	97.7	95.6	94.8	3.0	125.0	124.3	115.2	-4.7
CCOC(=O)c1nn(-c2ccc(OCC)cc2)c2nc(-c3cccc(OC)c3)c(C#N)c(=O)n12	106.2	104.2	106.3	0.0	98.9	110.3	98.0	8.4
COc1ccccc1CNC(=O)/C(C#N)=C/c1ccc(OC)c(OC)c1OC	102.9	121.3	101.3	0.0	92.1	87.7	99.8	11.1
Cc1ccc(S(=O)(=O)N[C@@H](C)C(=O)N2CCC(C(=O)N3CCC[C@H]3C(=O)O)CC2)cc1	95.9	100.5	93.5	0.0	98.4	104.8	105.6	0.0
Cc1ccc(C)c(N(C(=O)CNC(=O)c2ccco2)C(C(=O)NC2CCCCC2)c2ccncc2)c1 (stereo not drawn)	104.2	101.2	105.3	2.0	96.5	108.8	105.6	4.4
O=C(/C=C/c1ccco1)N1CCN(S(=O)(=O)c2ccc(F)c(F)c2F)CC1	101.6	94.8	85.8	0.0	91.6	107.4	83.1	-12.4
O=Cc1c(NCc2ccc(Cl)cc2)c2ccccc2[nH]c1=O	94.5	93.6	91.4	100.0*	81.3	100.5	85.8	5.0
O=C(c1ccc2c(c1)CCN2S(=O)(=O)c1ccccc1)N1CCN(c2ccc(F)cc2)CC1	113.1	102.4	97.1	0.0	104.2	103.8	104.4	-9.0
Cc1ccc(NS(=O)(=O)c2cc(NC(=O)c3cc(=O)[nH]c(=O)[nH]3)ccc2Cl)c(C)c1	96.7	101.6	93.0	2.0	94.9	111.4	98.0	-6.7
Cn1cc(C(=O)Nc2ccc(C#N)cc2)c2ccccc2c1=O	107.8	101.9	106.5	2.0	93.1	96.3	98.4	0.8
O=C(c1ccco1)N1CCN(c2cc(N3CCOCC3)c(F)cc2[N+](=O)[O-])CC1	96.7	101.3	98.4	0.0	105.0	108.8	103.1	6.0
CC(C)(CO)NCC#Cc1ccccc1	106.9	90.6	104.9	4.0	100.5	101.1	100.8	5.6
O=C(c1ccco1)N1N=C(c2ccc(Cl)cc2)CC1c1ccco1 (stereo not drawn)	91.5	104.5	96.6	2.0	89.2	104.9	89.1	-13.9
COc1cc(CN2CCCC(C(=O)Nc3cccc(-n4cccn4)c3)C2)ccc1F (stereo not drawn)	99.3	96.5	95.6	0.0	100.6	109.9	98.7	16.1
CCOCCCn1c(SCC(=O)N(C)C2CCS(=O)(=O)C2)nc2ccccc2c1=O (stereo not drawn)	97.6	108.1	97.0	0.0	102.6	81.8	110.8	9.7
O=C(CN(C(=O)c1ccc(Cl)cc1)N1C(=O)C2CCCCC2C1=O)c1ccc(Cl)cc1 (stereo not drawn)	98.2	78.7	96.3	0.0	92.7	105.3	73.9	5.8
O=C1CCCc2oc3ccc(NS(=O)(=O)c4cccc5cccnc45)cc3c21	96.9	96.9	97.1	3.0	96.0	102.7	102.3	5.2
CCOC(=O)C(C)Oc1ccc2c(CC)cc(=O)oc2c1C (stereo not drawn)	107.1	111.0	103.6	0.0	110.5	94.3	104.0	-11.3

Among those listed so far, two contain a COOH group.
SMILES	MEP2 TOR yeast	CIT2 TOR yeast	RPL19A-GFP yeast	GRK2 inh	LAP4 TOR yeast	CR mimetic SO	AGP1 TOR yeast	VLA-4 inh
COc1cccc(C(CC(=O)O)NS(=O)(=O)c2ccc3c(c2)N(C(C)=O)CC(C)O3)c1 (stereo not drawn)	97.7	95.6	94.8	3.0	125.0	124.3	115.2	-4.7
Cc1ccc(S(=O)(=O)N[C@@H](C)C(=O)N2CCC(C(=O)N3CCC[C@H]3C(=O)O)CC2)cc1	95.9	100.5	93.5	0.0	98.4	104.8	105.6	0.0

Assay outcomes (PubChem BioAssay)
